JMJD2A Tudor: JMJD2A Tudor domain (human) inhibition | O75164 | AlphaScreen JMJD2A-Tudor / H3K4me3 peptide binding | Potency, µM (series often up to 114 µM), inactives show at the highest dose activity change, negative = inhibition, most hits filed as inhibitors | hit rate 4.4% among 390,000; note: % is set by controls: 0 for no effect and ±100 for the full control effect; nearly all actives have a fitted effect of over 50% in size
APEX1 inh: inhibitors of human APE1 endonuclease | P27695 | recombinant APE1, TAMRA/BHQ-2 abasic DNA cleavage fluorescence | Potency, µM (doses to about 65.8 µM), inactives show top-dose activity change, negative = inhibition, actives largely listed as inhibitors | hit rate 0.35% among 350,000 | AID 2517;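 note: plate controls were vehicle for no effect and reference inhibitor for full effect; nearly all actives have a fitted effect of over 55% in size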
Target sequence (P27695 whole entry, looked up): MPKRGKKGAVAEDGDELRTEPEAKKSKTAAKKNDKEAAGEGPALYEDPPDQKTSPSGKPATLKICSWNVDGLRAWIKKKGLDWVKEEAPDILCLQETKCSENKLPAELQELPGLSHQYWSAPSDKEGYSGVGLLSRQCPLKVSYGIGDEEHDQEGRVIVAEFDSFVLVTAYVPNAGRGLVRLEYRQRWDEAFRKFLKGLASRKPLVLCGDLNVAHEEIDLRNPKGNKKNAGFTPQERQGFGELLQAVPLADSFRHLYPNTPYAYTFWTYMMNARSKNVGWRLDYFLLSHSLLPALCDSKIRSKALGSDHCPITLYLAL
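Kinetic fluorescence read (525 ex/598 em nm, three reads 60 s apart) of AP-site incision; signal = third minus first read. Enzyme 0.75 nM, dual-labelled THF duplex 50 nM, compound preincubation 15 min RT.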
POLB inh: DNA polymerase beta (human) inhibition. Potency, µM (highest dose often 114 µM), for inactives: at the top dose activity change, negative = inhibition, actives largely listed as inhibitors. P06746. Pol beta primer extension/strand displacement, fluorescence kinetic. hit rate 1.3% among 340,000; note: % is set by controls: 0 for no effect and ±100 for the full control effect
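Curves were derived by four-parameter Hill fits of normalized qHTS data. The kinetic fluorescent primer-extension read was taken at 0 and 10 min after 50 nM substrate, following a 15 min room-temperature preincubation of 10 nM enzyme with compounds.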
POLI inh: DNA polymerase iota (human) inhibition; Q9UNA4; Pol iota fluorescent replication assay, 10 min; Potency, µM (series often up to 115 µM), for inactives: at the highest dose activity, negative = inhibition, hits mostly inhibitors; hit rate 1% among 390,000; AID 588590
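Fluorescent replication assay read twice, at 0 min and 10 min after adding 50 nM (final) substrate. Enzyme (10 nM) and compounds were first incubated 15 min at room temperature; enzyme-free buffer wells were negative controls.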
G9a inh: blocks human histone lysine methyltransferase G9a | Potency, µM (top dose mostly 102 µM), inactives show at the highest dose activity, negative = inhibition, hits mostly inhibitors | hit rate 8.8% among 350,000 | G9a H3K9 monomethylation, AlphaScreen, 2 h; note: % is set by controls: 0 for no effect and ±100 for the full control effect; nearly all actives have a fitted effect of over 75% in size
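Chemiluminescent proximity detection of H3K9 monomethylation, read after 10 min bead incubation in the dark. Reaction: 20 nM G9a, 500 nM biotin-H3K9 peptide, 20 uM SAM cofactor, 2 h, room temperature, following 15 min enzyme-compound preincubation.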
BLM inh: Bloom syndrome helicase (human) inhibition; Potency, µM (titrated, usually from 56.1 µM), without a hit: at the top dose activity change, negative = inhibition, hits mostly inhibitors; hit rate 0.2% among 350,000; recombinant BLM DNA unwinding, fluorescence dequenching; P54132;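 note: plate controls were vehicle for no effect and no enzyme for full effect; nearly all actives have a fitted effect of over 35% in size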
Pol kappa inh: DNA polymerase kappa (human) inhibition | Q9UBT6 | purified Pol kappa, fluorescent DNA synthesis assay, 10 min | Potency, µM (titrated, usually from 107 µM), inactives show at the highest dose activity, negative = inhibition, most hits filed as inhibitors | hit rate 0.53% among 400,000; note: % is set by controls: 0 for no effect and ±100 for the full control effect
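10 nM Pol kappa was preincubated with compounds for 15 min at room temperature. Reaction started with 50 nM (final) substrate. Fluorescence read kinetically at 0 and 10 min.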
Pol eta inh: blocks human DNA polymerase eta activity. hit rate 1.2% among 390,000. recombinant Pol eta, fluorescent DNA replication assay. Potency, µM (titrated, usually from 114 µM), inactives show at the highest dose activity change, negative = inhibition, hits mostly inhibitors. Q9Y253; note: % is set by controls: 0 for no effect and ±100 for the full control effect
Target sequence (Q9Y253 whole entry, looked up): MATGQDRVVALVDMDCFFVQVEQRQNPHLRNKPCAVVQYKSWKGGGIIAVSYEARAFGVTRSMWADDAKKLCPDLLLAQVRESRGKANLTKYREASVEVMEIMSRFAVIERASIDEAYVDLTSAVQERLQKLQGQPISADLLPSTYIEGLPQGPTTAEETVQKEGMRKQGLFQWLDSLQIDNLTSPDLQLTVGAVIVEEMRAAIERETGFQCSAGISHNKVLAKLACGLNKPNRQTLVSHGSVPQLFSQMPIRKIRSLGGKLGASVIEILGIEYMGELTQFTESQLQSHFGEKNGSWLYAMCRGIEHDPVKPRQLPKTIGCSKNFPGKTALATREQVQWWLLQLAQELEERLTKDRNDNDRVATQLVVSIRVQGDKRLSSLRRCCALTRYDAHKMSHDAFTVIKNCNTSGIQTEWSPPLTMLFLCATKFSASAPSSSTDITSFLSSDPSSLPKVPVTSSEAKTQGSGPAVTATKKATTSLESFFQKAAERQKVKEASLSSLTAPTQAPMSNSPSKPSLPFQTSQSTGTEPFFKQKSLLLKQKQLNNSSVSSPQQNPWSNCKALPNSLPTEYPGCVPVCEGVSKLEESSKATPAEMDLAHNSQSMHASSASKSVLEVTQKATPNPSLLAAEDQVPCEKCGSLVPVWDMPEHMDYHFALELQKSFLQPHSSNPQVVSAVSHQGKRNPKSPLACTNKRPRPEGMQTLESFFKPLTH
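Pol eta at 10 nM preincubated with compounds 15 min at room temperature; reaction started with fluorescent substrate (50 nM final) and read kinetically at 0 and 10 min.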
BAZ2B inh: BAZ2B (human) inhibition; AlphaScreen BAZ2B-H3K14Ac peptide displacement; hit rate 4.4% among 360,000; Q9UIF8; Potency, µM (doses to about 114 µM), without a hit: at the top dose activity change, negative = inhibition, hits mostly inhibitors; note: % is set by controls: 0 for no effect and ±100 for the full control effect; nearly all actives have a fitted effect of over 60% in size
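Multi-concentration screen (max 110 uM) measuring displacement of acetylated histone H3 peptide from BAZ2B by AlphaScreen, using 50 nM protein, 50 nM peptide and 10 ug/mL streptavidin donor plus Ni-chelate acceptor beads.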
Numbers without * were called inactive; ? = inconclusive; · = no result given; & = joins results of further samples; [ ] = dose if it differs, or a comment. Calls come from the whole dose curve; as a rule, active = well fitted curve in the direction sought with a large enough effect; inconclusive = small, poorly fitted or top-dose-only effect, or another doubt; inactive = no such curve, though single readings can be large; an effect the other way counts as inactive or inconclusive. Potency is the fitted concentration of half-maximal effect. Not all compounds are listed (hit frequency here may not be typical).

SMILES	JMJD2A Tudor	APEX1 inh	POLB inh	POLI inh	G9a inh	BLM inh	Pol kappa inh	Pol eta inh	BAZ2B inh
CCC(=O)OCC(=O)c1c(N)n(Cc2ccccc2)c(=O)n(C)c1=O	-11%	-6%	22%	21%	·	-5%	-11%	?	-4%
CCOc1ccc(CN2CCN(Cc3cnn(CC)c3C)CC2CCO)cc1 (stereo not given)	-15%	33%[activator]	16%	26%	·	-1%	-3%	-19%	1%
N#C/C=C\Oc1ccc(Cl)cc1N	-15%	5%	1%	21%	45µM*	-4%	-23%	2%	-37%
CC(/C=C/c1ccccc1F)=N\NC(=O)c1ccc(Cl)cc1	22µM*	-7%	-18%	24%	15%[0.501 µM]	-1%	-6%	-9%	-3%
c1coc(-c2nc3c4c5c(sc4ncn3n2)CCCC5)c1	-20%	?	-15%	27%	-21%[59 µM]	-3%	0%	-14%	0%
CN(CCc1ccccn1)C1CCCN(S(=O)(=O)c2ccc(F)c(Cl)c2)C1 (stereo not given)	-11%	1%	7%	60%[activator]	·	-1%	-3%	-19%	-8%
CCOC(=O)c1cnc(SC2CC(=O)N(c3cccc(OC)c3)C2=O)nc1N (stereo not given)	-15%	-3%	16%	20%	35µM*	0%	-28%	1%	0%
CCN(CC)C(=S)SCC(=O)Nc1ccc(F)cc1	23%	-5%	8%	-6%	59%[activator]	-2%	5%	-8%	4%
CCOc1ccc(CNC(=O)c2cc3ccccn3n2)cc1	-20%	·	-20%	1%	-5%[59 µM]	-3%	-24%	0%	1%
O=C(Oc1coc(CSc2ncccn2)cc1=O)c1cccc([N+](=O)[O-])c1	-22%	0%	-27%	-10%	56µM*	-5%	5%	-10%	-39%
O=C(NC1CCS(=O)(=O)C1)c1cnccn1 (stereo not given)	-18%	-7%	-11%	-12%	-2%	-2%	-17%	-14%	-2%
Cc1ccsc1/C=N/Nc1ncnc2nc[nH]c12	-16%	3%	4%	-7%	18%	-22%	-20%	-24%	?
Cc1ccc(-c2nc3ccccn3c2NC(=O)c2ccco2)cc1	-5%	-1%	4%	11%	-9%[59 µM]	2%	-8%	-8%	-5%
COc1cc(OC)cc(C(=O)NC(C)c2cnn(-c3ccccc3C)c2C)c1 (stereo not given)	-3%	5%	1%	13%	14%	1%	-2%	-23%	-22%
N#CC(C(=O)c1ccccc1)=C1SCCS1	-4%	1%	2%	-12%[58.9 µM]	-5%	-5%	-1%	-4%	-11%
CCCn1nc(C(=O)N(C)CC(=O)Nc2ccc(OCC)c(OCC)c2)c2ccccc2c1=O	-12%	20%	·	24%	-2%[12.7 µM]	·	-5%	-5%	-20%
O=C(O)C(Cc1ccccc1)N1C(=O)/C(=C/c2cccnc2)SC1=S (stereo not given)	16µM*	-2%	9%	?	·	2%	-8%	7%	-32%
CCOc1ccc2nc(C)cc(Nc3ccc(N4CCOCC4)cc3)c2c1	·	1%	-23%	·	?	-11%	·	·	?
Cc1ccc(-c2nc(CS(=O)CC(=O)NCc3ccc(F)cc3)c(C)o2)cc1 (stereo not given)	-18%	9%	0%	29%	-10%	1%	3%	-5%	-3%
COc1cc(C(CCN2CCCCC2)c2c(OC)cc(OC)c3c(-c4ccccc4)cc(=O)oc23)cc(OC)c1OC (stereo not given)	?	1%&6%	?	-10%&-6%	7%[59 µM]	2%&1%	-9%&7%	-19%	-27%
CCOC(=O)CNC(c1ccccc1)c1cc(Br)ccc1NC(=O)OCC (stereo not given)	56%[activator]	-5%	-8%	-14%	112%[activator][59 µM]	-9%	-7%	-10%	1%
CCCn1c(=N)c(C(=O)NCc2ccccc2)cc2c(=O)n3cccc(C)c3nc21	12%	·	-16%	10%	0%[59 µM]	5%	-6%[60.1 µM]	1%	11%
Cc1cc(OC(=O)c2ccccc2F)c([N+](=O)[O-])c(=O)[nH]1	11%	87%[activator]	0%	-13%	-28%	2%	0%	-6%	-25%
O=C(CCc1ccccn1)N1CCCC(CNS(=O)(=O)c2cccs2)C1 (stereo not given)	-10%	10%	-1%	4%	·	4%	8%	-8%	-7%
CC(C)CCN1C(=O)CCC1(C)C(=O)NC1CCCCCCC1 (stereo not given)	-2%	4%	7%	-2%	18%	-1%	-4%	-6%	1%
Cc1ccc(NC(=O)c2ccc(N3C(=O)C4CC=C(Cl)CC4C3=O)cc2)cc1 (stereo not given)	-6%	-1%	1%	-44%	28%[12.7 µM]	-6%	-7%	-8%	4%
COc1ccc(N(C)C(=O)c2cc3c(s2)-c2c(C)cccc2OC3)c(OC)c1	-31%&-19%	-7%	-3%&2%	-3%&21%	-28%[59 µM]	-13%&-12%	-5%&-8%	-8%&-9%	-25%&-21%
N#Cc1sc(NCc2ccccn2)nc1Cl	-10%	12%	26%	-4%	-4%	-3%	-15%	-15%	2%
Cc1nnc(SCCc2ccccc2)[nH]c1=O	-12%	4%	-2%	-2%	-23%	-2%	0%	-11%	-4%
O=C(CS(=O)(=O)Cc1ccccc1)N1CCN(C(=O)c2ccco2)CC1	5%	-2%	2%	15%	-1%	1%	-4%	-19%	7%

Results in BLM inh and JMJD2A Tudor (three entries from above):
molecule	BLM inh	JMJD2A Tudor
CC(/C=C/c1ccccc1F)=N\NC(=O)c1ccc(Cl)cc1	-1%	22µM*
c1coc(-c2nc3c4c5c(sc4ncn3n2)CCCC5)c1	-3%	-20%
CN(CCc1ccccn1)C1CCCN(S(=O)(=O)c2ccc(F)c(Cl)c2)C1 (stereo not given)	-1%	-11%

(further entries)
SMILES	JMJD2A Tudor	APEX1 inh	POLB inh	POLI inh	G9a inh	BLM inh	Pol kappa inh	Pol eta inh	BAZ2B inh
CCN(CC)c1ccc(C(=O)NCc2ccc3c(c2)CCN3C(=O)c2ccccc2)cc1	-16%	·	1%	9%	-11%[59 µM]	-11%	-10%[60.1 µM]	5%	-13%
O=C1CCN(C(=O)Nc2cccc(Cl)c2)N1	20µM*	-2%	-3%	9%	10µM*	-4%	1%	-7%	-11%
CCN(CC(=O)Nc1ccc2c(c1)OCCO2)C(=O)CC(NC(C)=O)c1ccccc1 (stereo not given)	1%	-1%	·	10%	14%[59 µM]	·	-20%	-1%	11%
O=C(COc1cccc(C(F)(F)F)c1)Nc1ccc(S(=O)(=O)N2CCCC2)cc1	-19%	4%	13%	-15%[58.9 µM]	-22%[2.33 µM]	-9%	-6%	-7%	8%
C=CCOc1ccc(C2/C(=C(\O)c3ccc4c(c3)CC(C)O4)C(=O)C(=O)N2CCN2CCOCC2)cc1OCC (stereo not given)	35µM*	54%[activator]	-1%	57%[activator]	20µM*	-9%	12%	-8%	79µM*
COc1cc(-c2cc(C(=O)Nc3cc(S(=O)(=O)N4CCOCC4)ccc3O)c3ccccc3n2)cc(OC)c1OC	-24%	-10%	·	37%[activator]	·	·	-11%	-3%	·
O=C(OCC(=O)N1CCc2ccccc21)c1ccccc1	9%	2%	17%	-3%	-5%	-3%	6%	-14%	3%
Cc1ccc(C=NNc2ccc([N+](=O)[O-])cn2)cc1	-2%	·	·	11%	·	·	-10%	-5%	·
CN(C)c1ccc(C=NNC(=S)Nc2ccc(F)cc2)cc1	?	·	·	19%	·	·	-1%	-17%	·
CC(C)N1CCC(N2CCN(C3CCCC3)CC2CCO)CC1 (stereo not given)	5%[11.4 µM]	-2%	17%	61%[activator]	·	3%	1%	-20%	-2%
O=C(NNC1=Nc2ccccc2SC1)c1ccccc1F	-12%	0%	5%	1%	9%[59 µM]	-11%	-6%	0%	-1%
O=S(=O)(c1ccc(Cl)cc1)N1CCN(Cc2c[nH]c3ccccc23)CC1	3%	-4%	2%	4%	-32%[59 µM]	-9%	0%	-11%	-36%
CN(C)c1cccc(C(=O)n2cc(C(=O)c3cc(F)ccc3O)cn2)c1	-24%[57.1 µM]	1%	1%	6%	?	-4%	-3%	?	-31%
Cc1ccc(-n2nc3c(c2NC(=O)c2ccco2)CS(=O)(=O)C3)cc1	6%	83%[activator]	12%	18%	0%[59 µM]	-3%	9%	-3%	-26%
CN(C)CC/C=C1\c2ccc(F)cc2Sc2cc(F)c(Cl)cc21	?	·	·	5%	·	·	15%	-11%	·
CCOC(=O)c1sc(C)c2c(=O)n(CCc3ccccc3)nnc12	-16%	-1%	11%	-2%	·	-2%	0%	0%	1%
O=C1CSc2ccc(S(=O)(=O)N3CCN(c4ccccc4)CC3)cc2N1	-1%	-12%	3%	10%	15%[0.0925 µM]	-1%	6%	-20%	-4%
COc1ccccc1N=Nc1c(C)[nH][nH]c1=O	-28%	-9%	3%	175%[activator]	35µM*	-2%	-3%	-15%	?
O=C(Cc1ccc([N+](=O)[O-])cc1)Nc1cccnc1	6%	-9%	19%	?	6%	-6%	-8%	-9%	-14%
COc1ccccc1OCC(=O)Nc1nc(-c2ccc(Br)cc2)ns1	-11%	·	3%	39%[activator]	6%[59 µM]	-3%	-6%	-15%	-2%
O=C(Nc1ccc2nc(SCC(=O)N3CCOCC3)sc2c1)c1cccc(Br)c1	-7%	·	1%	15%	-9%[59 µM]	-6%	-7%	-10%	-4%
COc1cccc(NC(=O)CN(C)C(=O)c2cc(-c3ccc(F)cc3)nc3ccccc23)c1	?	-15%	·	15%	-39%	·	-10%	-27%	1%
O=C(Nc1ccc2nc(-c3ccccc3)[nH]c2c1)c1cccs1	-20%	-2%	-30%	-8%	?	-7%	-16%	-3%	-6%
Cc1nc2cc(C)c(C)cc2o1	-10%	·	·	28%	·	·	-3%	-12%	·
CCOC(=O)C(NC(C)=O)C(=O)O (stereo not given)	13%	2%	48%	-6%	43%[0.501 µM]	-2%	3%	-12%	-2%
O=C(CN1C(=O)NC2(CCCCCC2)C1=O)c1ccc(Cl)s1	-9%	5%	·	-10%	?	·	-5%	-26%	2%
O=C(OCc1c(F)cccc1Cl)c1cc([N+](=O)[O-])ccc1N1CCOCC1	?	4%	·	-7%	?	·	-1%	-13%	-35%
CN(C(=O)c1nn(C)c2c1CS(=O)(=O)c1ccccc1-2)c1cccc(Cl)c1	-10%&-14%	-2%	24%&9%	-5%&22%	-30%[59 µM]	-3%&-2%	9%&-9%	-12%&-19%	-4%&-5%

Entries of single compounds, quoted from the list:
O=C(Nc1ccc2nc(SCC(=O)N3CCOCC3)sc2c1)c1cccc(Br)c1 is entered as JMJD2A Tudor: -7%; APEX1 inh: ·; POLB inh: 1%; POLI inh: 15%; G9a inh: -9%[59 µM]; BLM inh: -6%; Pol kappa inh: -7%; Pol eta inh: -10%; BAZ2B inh: -4%
O=C(CN1C(=O)NC2(CCCCCC2)C1=O)c1ccc(Cl)s1 is entered as JMJD2A Tudor: -9%; APEX1 inh: 5%; POLB inh: ·; POLI inh: -10%; G9a inh: ?; BLM inh: ·; Pol kappa inh: -5%; Pol eta inh: -26%; BAZ2B inh: 2%
